Source: PubChem
GIRK2 act: Activates human GIRK2-containing potassium channels; P48051; 34,000 tested, under 10 active; HEK293 GIRK2/NPY4 cells, thallium flux fluorescence; activation (% efficacy), % for hits at 37.5 µM;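 active = primary screen hit, no activity in plain HEK293 cells, and in GIRK2-only cells above 5% efficacy rising with concentration; inactive = the rest, including fluorescent compounds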;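 also: efficacy is normalized control-subtracted fluorescence 15 s after thallium addition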
Target sequence (P48051 whole entry, looked up): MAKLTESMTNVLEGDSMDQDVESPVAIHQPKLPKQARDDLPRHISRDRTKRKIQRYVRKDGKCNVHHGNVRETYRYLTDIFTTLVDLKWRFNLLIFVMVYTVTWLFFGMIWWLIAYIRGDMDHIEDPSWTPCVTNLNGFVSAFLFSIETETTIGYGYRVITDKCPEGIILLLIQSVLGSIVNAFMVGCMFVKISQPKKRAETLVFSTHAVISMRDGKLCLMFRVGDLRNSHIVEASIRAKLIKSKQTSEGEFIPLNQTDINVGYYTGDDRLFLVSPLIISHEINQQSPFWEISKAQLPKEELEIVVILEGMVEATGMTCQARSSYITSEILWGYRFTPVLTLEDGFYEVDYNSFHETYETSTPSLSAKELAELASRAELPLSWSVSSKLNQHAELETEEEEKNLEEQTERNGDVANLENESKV
Calls only; i = inactive.

#	molecule	GIRK2 act
1	O=C(NCCN1CCC(c2cccs2)CC1)C1(c2ccccc2)CCOCC1	i
2	CCOc1ccc(C(=O)N2CCN(c3ccc(Nc4cccc(C)n4)nn3)CC2)cc1	i
3	O=C(Cn1cc(-c2nc(-c3cnccn3)no2)ccc1=O)Nc1ccc2c(c1)OCCO2	i
4	COc1cccc2cc(C(=O)N3CCN(c4ccc(-c5ccco5)nn4)CC3)oc12	i
5	Cn1c(-c2ccccn2)nn(CCNC(=O)C2CC(=O)N(c3cccc(F)c3)C2)c1=O (configuration not stated)	i
6	COc1ccc2nc(-c3ccc(NC(=O)c4cccc(C(F)(F)F)c4)cc3)cn2n1	i
7	CC(=O)Nc1ccc(C(=O)NCCNC(=O)CC2CCCCC2)cc1	i
8	Cn1nc(NC(=O)c2cccs2)c2c1NC(=O)CC2c1ccccc1 (configuration not stated)	i
9	COc1ccc2nc(-c3cccc(NC(=O)c4ccco4)c3)cn2n1	i
10	CCOC(=O)c1nnn(CC(=O)Nc2ccc(Br)cc2F)c1C(=O)OCC	i
11	CCOc1ccccc1NC(=O)Nc1nnc(Cc2ccccc2)o1	i
12	COc1cccc(-n2c(=O)[nH]c3c(C(N)=O)nc(-c4ccccc4O)nc32)c1	i
13	O=C(Nc1c2c(nn1-c1ccccc1)CS(=O)(=O)C2)C(=O)N1CCCC1	i
14	COc1ccc(NC(=O)CCn2cncn2)cc1	i
15	CCOC(=O)N1CCC(NS(=O)(=O)CCCOc2ccc3c(c2)OCO3)CC1	i
16	COCC(C)(O)CNC(=O)c1c(F)cccc1F (configuration not stated)	i
17	COc1ccc(C(=O)Nc2ccc(CC(=O)N3CCOCC3)cc2)c(OC)c1OC	i
18	CCOCC(=O)NCCOc1ccc2nnc(-c3cccc(OC)c3)n2n1	i
19	Cc1nnc(NC(=O)CSc2c(C)cnc3c2c(=O)n(C)c(=O)n3C)s1	i
20	Cn1cccc1CN(C(=O)C1CC(=O)N(c2ccc(Cl)cc2)C1)C1CC1 (configuration not stated)	i

Gathered by group: those above containing a furan ring, fused or not.
#	molecule	GIRK2 act
4	COc1cccc2cc(C(=O)N3CCN(c4ccc(-c5ccco5)nn4)CC3)oc12	i
9	COc1ccc2nc(-c3cccc(NC(=O)c4ccco4)c3)cn2n1	i

New compounds follow
#	molecule	GIRK2 act
21	CCCCN(C)S(=O)(=O)c1cc2c3c(c1)CCC(=O)N3CCC2	i
22	CC(C)(C)NC(=O)N1CCC(CNS(C)(=O)=O)CC1	i
23	CC(C)N1CCc2nc(SCC(=O)Nc3ccc(F)c(Cl)c3)[nH]c(=O)c2C1	i
24	CCC(=O)NCCOc1ccc2nnc(-c3ccccc3)n2n1	i
25	COCCn1c(N)c(S(=O)(=O)c2ccc(C)cc2)c2nc3ccccc3nc21	i
26	COc1cc(C(=O)Nc2ccc3c(c2)CCCN3S(C)(=O)=O)c([N+](=O)[O-])cc1OC	i
27	CSc1ccccc1NC(=O)c1cc2c(=O)n(C)c(=O)n(C)c2s1	i
28	COCC(=O)N1CCCc2ccc(NC(=O)NCc3cccs3)cc21	i
29	Cn1nc(C2CCN(C(=O)Nc3ccccc3Cl)CC2)n(-c2ccccc2)c1=O	i
30	COc1ccc(OC)c(NC(=O)c2ccc(=O)n(Cc3ccccc3F)c2)c1	i
31	O=S(=O)(c1ccccc1C(F)(F)F)N1CCN(c2ccc(N3CCCC3)nn2)CC1	i
32	COC(=O)c1cc(-c2ccc(OC)cc2)nc2c1c(C)nn2C1CCS(=O)(=O)C1 (configuration not stated)	i
33	O=C(Cn1cnc2ccccc21)N1CCC(Cn2cccn2)CC1	i
34	COC(=O)c1ccc(NC(=O)CC2=NS(=O)(=O)c3ccccc3N2)cc1	i
35	Cn1c(SCC(=O)Nc2ccc(Cl)c(Cl)c2)nnc1-c1ccc(=O)n(C)c1	i
36	Cc1cc(Br)cc(C)c1OCC(=O)Nc1ccc2c(c1)OCCO2	i
37	COc1ccccc1C(=O)N1CCN(c2ccc(N3CCC(C)CC3)nn2)CC1	i
38	COc1cn2c(cc1=O)C(=O)N(CCNC(=O)C(c1ccccc1)c1ccccc1)CC2	i
39	CCc1nc2sc(C(c3cccc(F)c3)N3CCCC3)c(O)n2n1 (configuration not stated)	i
40	O=C(Nc1ccc(Br)cc1)c1ccc(=O)n(Cc2ccccc2F)c1	i
41	COc1ccc(S(=O)(=O)N2CCN(c3ccc(-c4ccncc4)nn3)CC2)cc1C	i
42	N#Cc1nc(-c2ccc(S(=O)(=O)N3CCCCCC3)cc2)oc1NC1CC1	i
43	O=C(CCCCn1c(=O)[nH]c2ccccc2c1=O)NCCSCc1ccccc1	i
44	COc1cccc(C(CNC(=O)C(=O)Nc2cccc(C)c2)N2CCOCC2)c1 (configuration not stated)	i
45	O=C(Cc1csc(Nc2cccc(C(F)(F)F)c2)n1)Nc1nccs1	i
46	O=C(CCN1C(=O)c2ccccc2S1(=O)=O)Nc1ccc(C(F)(F)F)cc1	i
47	Cc1ccc(=O)n(CCNC(=O)c2snnc2C)n1	i
48	O=C(COc1ccc(Cl)cc1Cl)Nc1cc(-c2ccccc2)nn1CCO	i
49	COc1cc(C(C)=O)ccc1OCC(=O)N1CCN(c2ccc3nncn3n2)CC1	i
50	Cc1ccc(C(=O)Nn2cnc3c(cnn3-c3ccccc3)c2=O)cc1[N+](=O)[O-]	i
51	CS(=O)(=O)N1CCC(C(=O)Nc2nc(-c3ccccc3)c(-c3ccccc3)s2)CC1	i
52	O=C(Cc1csc(Nc2cccc(Cl)c2)n1)Nc1cccnc1	i
53	O=C(NCC1CCN(C(=O)Nc2ccc(F)cc2)CC1)NC(c1ccccc1)c1ccccc1	i
54	Cc1cc(=O)[nH]c(-n2nc(-c3ccco3)cc2NC(=O)c2cc3ccccc3o2)n1	i
55	O=C(Cc1ccc(NC(=O)C23CC4CC(CC(C4)C2)C3)cc1)N1CCCC1	i
56	CCNc1cc(C)nc(NCCNC(=O)c2ccccc2F)n1	i
57	CCC(CC)C(=O)N1CCC2(CC1)NC(=O)N(Cc1ccc(Cl)cc1)C2=O	i
58	COc1cn2c(cc1=O)C(=O)N(CCNC(=O)COc1ccccc1C)CC2	i
59	COc1ccc(CCC(=O)NCc2ccsc2)cc1	i
60	Cc1cc(C(=O)Nc2sc3c(c2C#N)CCN(Cc2ccccc2)C3)on1	i
61	Brc1cccc(-c2nnc3sc(-c4cccnc4)nn23)c1	i
62	CC(NCC(O)COCCOc1ccc(F)cc1)c1ccccc1 (configuration not stated)	i
63	O=C(NCC1CCN(c2ncccn2)CC1)C(=O)Nc1ccc(F)c(Cl)c1	i
64	CSc1cccc2sc(NC(=O)CS(=O)(=O)Cc3ccccc3)nc12	i
65	O=C(NCCn1ncc2c(N3CCN(c4ncccn4)CC3)ncnc21)C1CCCC1	i
66	COc1ccc(OCC(=O)Nc2ccc(N3CCCCC3=O)c(C)c2)cc1	i
67	CC(C)(C)NC(=O)N1CCC(CNC(=O)C(=O)Nc2ccccc2C#N)CC1	i
68	COc1cccc(C(=O)NCC(c2cccn2C)N2CCOCC2)c1OC (configuration not stated)	i
69	CCc1ccc(-c2ccc(=O)n(CC(=O)NCc3ccccc3OC)n2)cc1	i
70	O=C(CN1C(=O)CCC1=O)N(CCc1cccs1)Cc1cccnc1	i

Additional entries.
#	molecule	GIRK2 act
71	CC(=O)Nc1cccc(NC(=O)C(=O)NCC2CCN(C)CC2)c1	i
72	COc1ccc(NC(=O)C(=O)NCC(c2cccs2)N(C)C)c(OC)c1 (configuration not stated)	i
73	CCN(CC)CCSc1ccc(-c2ccccc2OC)nn1	i
74	COc1cc2nc(SCC(=O)c3ccccc3)n3nc(C)nc3c2cc1OC	i
75	O=C(Cn1c(=O)oc2ccc(Cl)cc21)NCc1ccccc1Cl	i
76	COCCn1c(=S)[nH]c2cc(C(=O)NCCc3ccccc3)ccc2c1=O	i
77	CCCS(=O)(=O)N1CCCc2cc(NC(=O)CN3C(=O)CCC3=O)ccc21	i
78	O=C(Nc1nnc(Cc2ccc(Cl)s2)o1)c1nc2ccccc2s1	i
79	CS(=O)(=O)Nc1cccc(NC(=O)C2CCCN(c3ccc(-n4ccnc4)nn3)C2)c1 (configuration not stated)	i
80	Cc1cccc(NC(=O)c2cc(-c3ccco3)nc3c2c(C)nn3C2CCS(=O)(=O)C2)c1 (configuration not stated)	i
81	CCOc1ccc(Br)cc1S(=O)(=O)Nc1ncccc1C	i
82	CCc1nc2sc(C(c3cccc(Cl)c3)N3CCCCC3)c(O)n2n1 (configuration not stated)	i
83	CN1CCN(C(CNC(=O)c2ccc(S(=O)(=O)N(C)C)cc2)c2cccn2C)CC1 (configuration not stated)	i
84	COc1ccc(C(CNS(=O)(=O)c2ccc(OC)cc2)N2CCN(C)CC2)cc1 (configuration not stated)	i
85	Cc1cccc(NC(=O)NCC(c2ccsc2)N2CCN(C)CC2)c1 (configuration not stated)	i
86	CC1CN(C(=O)c2cc3cccnc3n(Cc3ccccc3)c2=O)CC(C)O1 (configuration not stated)	i
87	C=CCOCC(O)CN1CCN(C)CC1 (configuration not stated)	i
88	CCc1nc2sc(C(c3ccc(Cl)cc3Cl)N3CCCCC3)c(O)n2n1 (configuration not stated)	i
89	CCOc1ccc(-c2ccc(N3CCN(C(=O)C(F)(F)F)CC3)nn2)cc1	i
90	COc1ccc(N2CCN(C(c3cccs3)C(C)NC(=O)C3CC3)CC2)cc1 (configuration not stated)	i
91	CCn1nc(C)cc1C(=O)Nc1ccc(OC)cc1	i
92	COc1ccc(CNC(=O)c2ccc(N3CCCCS3(=O)=O)cc2)cc1	i
93	CCOC(=O)N1CCN(CC(O)COc2cc(C)ccc2C(C)C)CC1 (configuration not stated)	i
94	O=C(CNS(=O)(=O)c1cccs1)N1CCOC(c2ccccc2)C1 (configuration not stated)	i
95	O=C(Nc1ccc(CC(=O)N2CCC(O)CC2)cc1)C1CC(=O)N(c2ccc(F)cc2)C1 (configuration not stated)	i
96	Cc1nc(NCCNS(=O)(=O)c2ccc3c(c2)OCCO3)cc(N(C)C)n1	i
97	COc1ccccc1OCC(=O)N1CCN(c2ncnc3c2nnn3C)CC1	i
98	COc1cccc(OCC(=O)NCCS(=O)(=O)N2CCN(c3ccccn3)CC2)c1	i
99	O=C(CCCc1ccccc1)NCCOc1ccccc1	i
100	CS(=O)(=O)N1CCC(C(=O)NCC(O)(c2ccccc2)C(F)(F)F)CC1 (configuration not stated)	i
101	O=C(CCc1ccccc1)Nc1ccc2c(c1)N(C(=O)c1ccco1)CC2	i
102	Cc1cccc(Nc2cc(C)nc(-n3cc([N+](=O)[O-])cn3)n2)c1	i
103	Cc1cc(N(C)C)nc(NCCNC(=O)C(c2ccccc2)c2ccccc2)n1	i
104	COCCn1c(SCc2ccc(Cl)cc2Cl)nnc1-c1cn(C)nc1OC	i
105	Cc1c(C(=O)N(C)c2ccccc2)nnn1-c1ccc(Br)cc1	i
106	Cn1nc(-c2ccc(NC(=O)c3ccc4ccccc4c3)cc2)ccc1=O	i
107	COc1cccc(C(=O)Nc2cccc(-c3ccc(=O)n(C)n3)c2)c1OC	i
108	CC(C)Oc1ccc(C(=O)Nc2ccc3ncsc3c2)cc1	i
109	COc1ccccc1C(=O)NCC1CCN(C(=O)NC(C)(C)C)CC1	i
110	Cn1cccc1C(O)CNC(=O)c1ccc(F)c(F)c1 (configuration not stated)	i
111	Cc1nnc(-c2cn(CC(=O)NCc3ccccc3)c3ccccc23)o1	i
112	Cc1nnc2ccc(OCCNS(=O)(=O)c3cc(F)ccc3F)nn12	i
113	O=C(Nc1ccc(Br)cc1)c1ccc(=O)[nH]n1	i
114	Cc1ccc(C(=O)Nc2nnc(-c3cc(C)n(C)n3)o2)cc1C	i
115	CCCCCn1c(-c2ccccc2)cn2c3c(=O)n(C)c(=O)n(C)c3nc12	i
116	Cc1nc(C)c(C(=O)N2CCCN(CCn3cccn3)CC2)s1	i
117	CC(=O)OC(Cn1nc(C)cc1C)Cn1c2ccccc2c2ccccc21 (configuration not stated)	i
118	CC(C)c1ccc(NC(=O)Cn2nc(-c3ccco3)c3sc(N4CCCCC4)nc3c2=O)cc1	i
119	O=C(CCc1ccccc1)NCC(O)(c1cccs1)C1CC1 (configuration not stated)	i
120	COc1ccc(OC)c(COCC(O)CN2CCCCC2)c1 (configuration not stated)	i

Structural class, those above with a CF3 group
#	molecule	GIRK2 act
6	COc1ccc2nc(-c3ccc(NC(=O)c4cccc(C(F)(F)F)c4)cc3)cn2n1	i
31	O=S(=O)(c1ccccc1C(F)(F)F)N1CCN(c2ccc(N3CCCC3)nn2)CC1	i
45	O=C(Cc1csc(Nc2cccc(C(F)(F)F)c2)n1)Nc1nccs1	i
46	O=C(CCN1C(=O)c2ccccc2S1(=O)=O)Nc1ccc(C(F)(F)F)cc1	i
89	CCOc1ccc(-c2ccc(N3CCN(C(=O)C(F)(F)F)CC3)nn2)cc1	i
100	CS(=O)(=O)N1CCC(C(=O)NCC(O)(c2ccccc2)C(F)(F)F)CC1 (configuration not stated)	i

Continued.
#	molecule	GIRK2 act
121	C#CCOCC(O)CN1CCN(c2ccc(F)cc2)CC1 (configuration not stated)	i
122	COc1cc(C(=O)Nc2cc3c4c(c2)CCN4C(=O)CC3)cc(OC)c1OC	i
123	O=C(CSc1ccc(F)cc1)N1CCCSCC1CN1CCOCC1 (configuration not stated)	i
124	COc1cn2c(cc1=O)C(=O)N(CCNC(=O)c1ccc([N+](=O)[O-])o1)CC2	i
125	COc1ccc(OCC(=O)NCC(c2cccs2)N(C)C)cc1 (configuration not stated)	i
126	CCOc1ccc(C)cc1S(=O)(=O)NCc1ccsc1	i
127	CCN1C(=O)Cc2cc(NC(=O)NCCCc3ccccc3)ccc21	i
128	CC(C)Oc1ccc(C(=O)Nn2cnc3c(cnn3-c3ccccc3)c2=O)cc1	i
129	COc1ccc(Cl)cc1NC(=O)c1ccc(=O)n(Cc2ccccc2)c1	i
130	COc1cc(N2CCN(C(=O)c3sc(C)nc3C)CC2)nc(C)n1	i
131	O=C(CSc1ccc(NC(=O)c2cccs2)nn1)NCc1ccc2c(c1)OCO2	i
132	CCOc1ccccc1NC(=O)C(=O)NCC1COC2(CCCC2)O1 (configuration not stated)	i

A portion of the library (hit frequency here may not be typical).
